NSD2 block: inhibitors of human NSD2 methyltransferase; O96028; NSD2-SET H3K36me1 DELFIA fluorescence, biochemical; inhibition, % at 12.5 µM; 44,000 compounds, 0.07% hits; AID 624260; in the data active means inhibition above about 54%, passing the limit was not always enough; inconclusive means no clear call, values can overlap the other calls;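 further: inhibitors reduce the monomethyl H3K36 fluorescence signal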
Target sequence (O96028 whole entry, looked up): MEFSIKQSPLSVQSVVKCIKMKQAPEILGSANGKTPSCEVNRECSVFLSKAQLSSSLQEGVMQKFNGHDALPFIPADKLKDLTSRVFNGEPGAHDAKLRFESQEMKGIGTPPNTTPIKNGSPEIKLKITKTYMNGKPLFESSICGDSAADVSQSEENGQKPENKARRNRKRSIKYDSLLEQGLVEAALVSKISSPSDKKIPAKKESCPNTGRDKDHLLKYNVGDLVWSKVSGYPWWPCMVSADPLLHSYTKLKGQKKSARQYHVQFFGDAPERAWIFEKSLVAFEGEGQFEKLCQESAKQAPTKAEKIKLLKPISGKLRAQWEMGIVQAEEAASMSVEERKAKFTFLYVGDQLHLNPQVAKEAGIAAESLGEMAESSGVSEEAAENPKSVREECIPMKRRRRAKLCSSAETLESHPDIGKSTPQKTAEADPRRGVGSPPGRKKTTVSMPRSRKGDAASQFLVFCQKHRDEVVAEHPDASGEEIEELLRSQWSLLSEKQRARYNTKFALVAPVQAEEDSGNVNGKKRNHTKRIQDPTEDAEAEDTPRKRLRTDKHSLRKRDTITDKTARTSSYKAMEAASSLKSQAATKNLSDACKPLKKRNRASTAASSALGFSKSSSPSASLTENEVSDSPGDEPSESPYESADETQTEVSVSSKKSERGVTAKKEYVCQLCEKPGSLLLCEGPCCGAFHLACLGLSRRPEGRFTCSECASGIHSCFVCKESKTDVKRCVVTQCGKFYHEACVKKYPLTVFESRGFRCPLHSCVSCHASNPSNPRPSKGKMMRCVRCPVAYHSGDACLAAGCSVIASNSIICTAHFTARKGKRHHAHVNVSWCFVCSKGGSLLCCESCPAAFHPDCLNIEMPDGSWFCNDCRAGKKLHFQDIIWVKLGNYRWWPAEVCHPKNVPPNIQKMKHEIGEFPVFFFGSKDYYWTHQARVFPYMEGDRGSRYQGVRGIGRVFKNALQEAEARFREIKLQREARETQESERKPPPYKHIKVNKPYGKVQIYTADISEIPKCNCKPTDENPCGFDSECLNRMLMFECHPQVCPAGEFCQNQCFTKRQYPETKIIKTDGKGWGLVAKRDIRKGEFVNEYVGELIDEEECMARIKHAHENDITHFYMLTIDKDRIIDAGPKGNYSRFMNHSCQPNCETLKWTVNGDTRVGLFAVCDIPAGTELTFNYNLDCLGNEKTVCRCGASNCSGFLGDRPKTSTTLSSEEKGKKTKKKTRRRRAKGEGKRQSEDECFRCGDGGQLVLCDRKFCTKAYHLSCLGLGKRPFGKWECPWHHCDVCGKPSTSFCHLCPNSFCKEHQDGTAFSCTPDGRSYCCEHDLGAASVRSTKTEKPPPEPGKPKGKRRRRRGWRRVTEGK
* hit, by the source's call; ? = inconclusive.

The first two records, ahead of the listing:
| NSD2 block | structure |
| --- | --- |
| 1 | Cc1ccc(S(=O)(=O)N(C)C[C@H]2OCCCC[C@@H](C)Oc3ccc(NS(=O)(=O)c4ccc(F)cc4)cc3C(=O)N([C@H](C)CO)C[C@H]2C)cc1 |
| 1 | CC(C)C[C@@H](/C=C/S(C)(=O)=O)NC(=O)[C@H](CC(C)C)NC(=O)[C@H](CC(C)C)NC(=O)OCc1ccccc1 |

The list itself (from the top)
| NSD2 block | structure |
| --- | --- |
| 1 | Cc1ccc(S(=O)(=O)N(C)C[C@H]2OCCCC[C@@H](C)Oc3ccc(NS(=O)(=O)c4ccc(F)cc4)cc3C(=O)N([C@H](C)CO)C[C@H]2C)cc1 |
| 1 | CC(C)C[C@@H](/C=C/S(C)(=O)=O)NC(=O)[C@H](CC(C)C)NC(=O)[C@H](CC(C)C)NC(=O)OCc1ccccc1 |
| -2 | CNC[C@@H]1Oc2c(NS(=O)(=O)c3ccc(Cl)cc3)cccc2C(=O)N([C@H](C)CO)C[C@@H]1C |
| 6 | C[C@H](CO)N1C[C@H](C)[C@@H](CN(C)S(=O)(=O)c2ccccc2)Oc2ccc(NS(C)(=O)=O)cc2CC1=O |
| -12 | COCC(=O)N(C)C[C@H]1Oc2cc(C3=CCCC3)ccc2S(=O)(=O)N([C@@H](C)CO)C[C@H]1C |
| -5 | C[C@@H]1CN([C@@H](C)CO)C(=O)c2cc(C#Cc3ccccc3)cnc2O[C@H]1CN(C)C(=O)c1ccccn1 |
| 1 | C[C@@H]1CN([C@H](C)CO)C(=O)c2cc(NS(=O)(=O)c3ccccc3)ccc2O[C@H]1CN(C)C(=O)Nc1cccc2ccccc12 |
| 2 | CC(C)C#Cc1ccc2c(c1)O[C@@H](CN(C)C(=O)NC(C)C)[C@@H](C)CN([C@H](C)CO)S2(=O)=O |
| -4 | Cc1ccc(S(=O)(=O)N(C)C[C@H]2Oc3ncc(-c4ccncc4)cc3C(=O)N([C@H](C)CO)C[C@H]2C)cc1 |
| 0 | COc1ccc(/C=N/NC(=O)CCCCCCC(=O)NO)cc1OC |
| ? | C[C@@H]1CN([C@@H](C)CO)C(=O)c2cc(NS(=O)(=O)c3cccs3)ccc2O[C@@H](C)CCCCO[C@H]1CN(C)C(=O)CCC(F)(F)F |
| 0 | C[C@@H]1CN([C@H](C)CO)C(=O)c2cc(NC(=O)Nc3cccc4ccccc34)ccc2O[C@@H](C)CCCCO[C@H]1CN(C)Cc1ccc(Cl)c(Cl)c1 |
| -3 | C[C@@H]1CN([C@H](C)CO)C(=O)Cc2cc(NC(=O)CCN3CCOCC3)ccc2O[C@@H]1CN(C)Cc1ccc(C(=O)Nc2ccccc2N)cc1 |
| 2 | C[C@@H]1CN([C@@H](C)CO)C(=O)c2cc(NS(=O)(=O)c3ccccc3)ccc2O[C@@H]1CN(C)S(=O)(=O)c1ccc(Cl)cc1 |
| -1 | C[C@@H]1CN([C@@H](C)CO)C(=O)Cc2cc(NS(C)(=O)=O)ccc2O[C@H]1CN(C)S(=O)(=O)c1ccccc1 |
| -1 | C[C@@H]1CN([C@@H](C)CO)C(=O)c2cc(NC(=O)NC3CCCCC3)ccc2O[C@H]1CN(C)C(=O)Nc1ccc(C(F)(F)F)cc1 |
| 1 | C[C@H]1CN([C@@H](C)CO)C(=O)c2cccc(NS(=O)(=O)c3cn(C)cn3)c2O[C@@H]1CN(C)CC1CCCCC1 |
| -8 | C[C@@H]1CN([C@H](C)CO)C(=O)CCCn2cc(nn2)CO[C@H]1CN(C)Cc1ccc(-c2ccccc2)cc1 |
| 0 | Cc1noc(C)c1NC(=O)Nc1ccc2c(c1)CC(=O)N([C@@H](C)CO)C[C@H](C)[C@H](CN(C)Cc1ccc(C(F)(F)F)cc1)O2 |
| -3 | C[C@H](CO)N1C[C@H](C)[C@@H](CN(C)Cc2ccc(Cl)c(Cl)c2)Oc2ccc(NS(=O)(=O)c3ccccc3)cc2CC1=O |

2 entries from above, set out differently:
mol	NSD2 block
CC(C)C[C@@H](/C=C/S(C)(=O)=O)NC(=O)[C@H](CC(C)C)NC(=O)[C@H](CC(C)C)NC(=O)OCc1ccccc1	1
C[C@H](CO)N1C[C@H](C)[C@@H](CN(C)S(=O)(=O)c2ccccc2)Oc2ccc(NS(C)(=O)=O)cc2CC1=O	6

Additional results follow:
| NSD2 block | structure |
| --- | --- |
| -6 | Cc1ccccc1/C=N/NC(=O)CCCCCCC(=O)O |
| 7 | COc1ccc(-c2ccc3c(c2)O[C@H](CN(C)C)[C@H](C)CN([C@@H](C)CO)S3(=O)=O)cc1 |
| 1 | C[C@@H]1CN([C@@H](C)CO)C(=O)Cc2cc(NS(=O)(=O)c3ccccc3)ccc2O[C@H]1CN(C)C(=O)Nc1ccc(C(F)(F)F)cc1 |
| -2 | COc1ccc(S(=O)(=O)N(C)C[C@@H]2Oc3c(NC(=O)c4nc5ccccc5s4)cccc3C(=O)N([C@@H](C)CO)C[C@@H]2C)cc1 |
| 2 | Cc1noc(C)c1NC(=O)N[C@H]1CC[C@H](CC(=O)N2CCCCC2)O[C@H]1CO |
| 7 | CC(C)NC(=O)Nc1ccc2c(c1)C(=O)N([C@@H](C)CO)C[C@@H](C)[C@H](CN(C)S(=O)(=O)c1ccccc1)OCCCC[C@H](C)O2 |
| -6 | COCC(=O)N(C)C[C@H]1Oc2cc(C#C[C@H](C)O)ccc2S(=O)(=O)N([C@H](C)CO)C[C@H]1C |
| 1 | C[C@@H]1CN([C@@H](C)CO)C(=O)c2cc(NC(=O)C3CC3)ccc2O[C@H]1CN(C)S(=O)(=O)c1cccs1 |
| 4 | C[C@@H]1CN([C@H](C)CO)C(=O)c2cc(-c3ccc(F)cc3)cnc2O[C@H]1CN(C)Cc1cncnc1 |
| -33 | CC(=O)N(C)C[C@H]1Oc2cc(C#CC(C)C)ccc2S(=O)(=O)N([C@H](C)CO)C[C@@H]1C |
| -5 | C[C@@H]1CN([C@@H](C)CO)S(=O)(=O)c2ccc(-c3ccc(C#N)cc3)cc2O[C@H]1CN(C)C(=O)CN(C)C |
| 1 | O=C(C[C@H]1C[C@H]2c3cc(NC(=O)Nc4ccccc4F)ccc3O[C@H]2[C@H](CO)O1)NCc1ccncc1 |
| -3 | Cc1noc(C)c1NC(=O)Nc1ccc2c(c1)C(=O)N([C@H](C)CO)C[C@H](C)[C@@H](CN(C)Cc1ccc(C(F)(F)F)cc1)OCCCC[C@@H](C)O2 |
| -7 | Cc1ccc(S(=O)(=O)N(C)C[C@H]2OCCCC[C@H](C)Oc3ccc(NC(=O)Nc4c(C)noc4C)cc3C(=O)N([C@H](C)CO)C[C@H]2C)cc1 |
| 1 | CCCN(C)C[C@@H]1Oc2cc(C#Cc3ccccn3)ccc2S(=O)(=O)N([C@H](C)CO)C[C@@H]1C |
| -1 | O=C1N(Cc2ccccc2)Cc2ccccc2[C@H]2OC(c3ccc(OCCCO)cc3)=N[C@@]12Cc1ccccc1 |
| 1 | CC(C)NC(=O)N(C)C[C@@H]1Oc2c(cccc2N(C)C)C(=O)N([C@H](C)CO)C[C@@H]1C |
| 5 | C[C@@H]1CCCCO[C@H](CN(C)S(=O)(=O)c2cn(C)cn2)[C@@H](C)CN([C@H](C)CO)C(=O)c2cc(NC(=O)c3ccncc3)ccc2O1 |
| 13 | COc1ccc(C2CC(=O)c3c(O)cc(O[C@@H]4O[C@H](CO[C@@H]5O[C@@H](C)[C@H](O)[C@@H](O)[C@H]5O)[C@@H](O)[C@H](O)[C@H]4O)cc3O2)cc1 (stereo partly drawn) |
| -2 | C[C@@H]1CN([C@H](C)CO)C(=O)CCCn2cc(nn2)CO[C@H]1CN(C)C(=O)C1CC1 |

Grouped by structure, those above with a thiophene ring, fused or not.
| NSD2 block | structure |
| --- | --- |
| ? | C[C@@H]1CN([C@@H](C)CO)C(=O)c2cc(NS(=O)(=O)c3cccs3)ccc2O[C@@H](C)CCCCO[C@H]1CN(C)C(=O)CCC(F)(F)F |
| 1 | C[C@@H]1CN([C@@H](C)CO)C(=O)c2cc(NC(=O)C3CC3)ccc2O[C@H]1CN(C)S(=O)(=O)c1cccs1 |

(further entries)
| NSD2 block | structure |
| --- | --- |
| 0 | C[C@@H]1CN([C@@H](C)CO)C(=O)c2cccc(NC(=O)c3ccncc3)c2O[C@H]1CN(C)Cc1ccc(C(F)(F)F)cc1 |
| 0 | C[C@@H]1CN([C@H](C)CO)C(=O)c2cc(NC(=O)CCN3CCOCC3)ccc2O[C@@H]1CN(C)S(=O)(=O)c1cccs1 |
| 12 | CC(C)NC(=O)Nc1ccc2c(c1)C(=O)N([C@@H](C)CO)C[C@@H](C)[C@@H](CN(C)Cc1ccc(C(=O)O)cc1)OCCCC[C@@H](C)O2 |
| -2 | C[C@H]1CN([C@@H](C)CO)C(=O)CCCn2nncc2CO[C@H]1CN(C)S(=O)(=O)c1ccc(C#N)cc1 |
| -8 | Cc1noc(C)c1S(=O)(=O)N(C)C[C@H]1OCCCC[C@H](C)Oc2ccc(NC(=O)Nc3ccc(F)cc3)cc2C(=O)N([C@H](C)CO)C[C@@H]1C |
| -6 | C[C@@H]1CCCCO[C@@H](CN(C)S(=O)(=O)c2ccc(Cl)cc2)[C@H](C)CN([C@H](C)CO)C(=O)c2cc(NS(=O)(=O)c3ccc(F)cc3)ccc2O1 |
| 3 | COCC(=O)N(C)C[C@H]1Oc2cc(-c3ccc(C#N)cc3)ccc2S(=O)(=O)N([C@H](C)CO)C[C@@H]1C |
| -6 | CC(OC1OC(CO)C(O)C(O)C1O)C1C(O)CC2C3CCC4=CC(=O)CCC4(C)C3CCC21C (stereo not drawn) |
| -12 | CC(C)NC(=O)Nc1ccc2c(c1)CC(=O)N([C@@H](C)CO)C[C@H](C)[C@H](CN(C)S(=O)(=O)c1ccccc1)O2 |
| 0 | C[C@H]1CN([C@@H](C)CO)C(=O)Cc2cc(NC(=O)Cc3ccccc3)ccc2O[C@H]1CN(C)Cc1ccc(Cl)c(Cl)c1 |
| 2 | C[C@H](CO)N1C[C@H](C)[C@@H](CN(C)C(=O)Nc2cccc3ccccc23)Oc2c(NS(=O)(=O)c3cccs3)cccc2C1=O |
| 0 | COc1cccc(S(=O)(=O)N(C)C[C@H]2Oc3ncc(C#CCN(C)C)cc3C(=O)N([C@@H](C)CO)C[C@H]2C)c1 |
| -1 | C[C@H]1CCCCO[C@H](CN(C)C(=O)NC2CCCCC2)[C@@H](C)CN([C@@H](C)CO)C(=O)c2cc(NS(=O)(=O)c3cccs3)ccc2O1 |
| 5 | CC(C)NC(=O)N(C)C[C@@H]1Oc2c(NS(=O)(=O)c3cn(C)cn3)cccc2C(=O)N([C@H](C)CO)C[C@H]1C |
| -6 | CC(C)CC#Cc1cnc2c(c1)C(=O)N([C@H](C)CO)C[C@H](C)[C@@H](CN(C)C(=O)Cc1ccccc1)O2 |
| 1 | C[C@@H]1CN([C@H](C)CO)S(=O)(=O)c2ccc(C#Cc3ccccc3)cc2O[C@H]1CN(C)C |
| 1 | CN(C)CC(=O)Nc1ccc2c(c1)[C@H]1C[C@@H](CC(=O)N3CCN(C)CC3)O[C@H](CO)[C@H]1O2 |
| 2 | Cc1nnc(SCc2ccc(CSc3nnc(C)c(=O)[nH]3)cc2)[nH]c1=O |
| 3 | C[C@@H]1CN([C@H](C)CO)C(=O)c2cc(C#CC(C)(C)O)cnc2O[C@@H]1CN(C)C(=O)C1CCOCC1 |
| -5 | C[C@@H]1CN([C@@H](C)CO)C(=O)c2cc(NC(=O)Cc3cn(C)c4ccccc34)ccc2O[C@@H]1CN(C)S(=O)(=O)c1ccccc1 |
| 1 | CC(C)(C)OC(=O)Nc1cccc(/C=N/NC(=O)CCCCCC(=O)Nc2ccccc2O)c1 |
| -1 | COCC(=O)N(C)C[C@H]1Oc2cc(-c3ccncc3)ccc2S(=O)(=O)N([C@@H](C)CO)C[C@H]1C |
| -37 | C[C@@H]1CN([C@@H](C)CO)C(=O)c2cc(-c3cccc(F)c3)cnc2O[C@@H]1CN(C)Cc1ccncc1 |
| ? | C/C=C/c1cnc2c(c1)C(=O)N([C@@H](C)CO)C[C@@H](C)[C@@H](CN(C)S(=O)(=O)c1ccc(F)cc1)O2 |
| -2 | C[C@H](CO)N1C[C@H](C)[C@H](CN(C)Cc2ccncc2)Oc2ccc(NC(=O)CCCCCC(=O)Nc3ccccc3N)cc2CC1=O |
| -5 | C[C@H]1CCCCO[C@H](CN(C)C(=O)Nc2ccc(C(F)(F)F)cc2)[C@@H](C)CN([C@@H](C)CO)C(=O)c2cc(NC(=O)CCC(F)(F)F)ccc2O1 |
| -9 | C[C@@H]1CN([C@H](C)CO)C(=O)c2cc(NC(=O)Cc3ccccc3)ccc2O[C@@H](C)CCCCO[C@@H]1CN(C)C(=O)CCC(F)(F)F |
| 1 | C[C@@H]1CN([C@H](C)CO)C(=O)c2cc(N(C)C)ccc2O[C@@H]1CN(C)C(=O)Nc1ccc(C(F)(F)F)cc1 |
| -1 | C[C@H](CO)N1C[C@H](C)[C@@H](CN(C)CC2CCCCC2)Oc2ccc(NS(=O)(=O)c3ccc(F)cc3)cc2CC1=O |
| 12 | C[C@H](CO)N1C[C@H](C)[C@@H](CN(C)S(=O)(=O)c2cn(C)cn2)Oc2ccc(NC(=O)NC3CCCCC3)cc2C1=O |
| -221 | CC(C)C#Cc1cnc2c(c1)C(=O)N([C@@H](C)CO)C[C@@H](C)[C@H](CN(C)Cc1ccccc1F)O2 |
| 14 | C[C@@H]1CN([C@H](C)CO)C(=O)c2cc(NC(=O)CCCCCC(=O)Nc3ccccc3N)ccc2O[C@@H]1CN(C)S(C)(=O)=O |
| -9 | COc1cccc(-c2cnc3c(c2)C(=O)N([C@@H](C)CO)C[C@H](C)[C@H](CN(C)C(=O)Nc2ccccc2F)O3)c1 |
| 0 | CCCC#Cc1cnc2c(c1)C(=O)N([C@@H](C)CO)C[C@H](C)[C@H](CN(C)C(=O)c1cnccn1)O2 |
| -11 | C/C=C/c1ccc2c(c1)O[C@@H](CN(C)Cc1cncnc1)[C@H](C)CN([C@H](C)CO)S2(=O)=O |
| 3 | COCCOC(=O)N1C(=O)[C@@]2(c3cc(C#Cc4ccc(OC)cc4)ccc31)[C@H](C(N)=O)[C@H]1C(=O)O[C@H](c3ccccc3)[C@H](c3ccccc3)N1[C@@H]2c1ccc(OCCO)cc1 |

Assay outcomes as filed in PubChem.

These rows are one share of the data. The share of hits here may be higher or lower than overall.
